CDK5 inh = inhibitors of human CDK5/p35 kinase, primary screen, biochemical, single concentration; inhibition, % at 10 µM; Recombinant CDK5/p35, ADP-Glo luminescence, 60 min; AID 488839, 2010; Cyclin-dependent kinase 5 (Homo sapiens) + Cyclin-dependent kinase 5 activator 1 (Homo …; 0.01% of 330,000 active;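 active = highest replicate inhibition of at least 50% and at least 75% of replicates reaching 50%; inconclusive = only one of the two criteria met; inactive = both criteria failed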;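 note: plate controls were DMSO neutral control for no effect and GW8510 at 10 µM for full effect; many of its hits are not listed in these tables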
Target sequence (Q00535 whole entry, looked up): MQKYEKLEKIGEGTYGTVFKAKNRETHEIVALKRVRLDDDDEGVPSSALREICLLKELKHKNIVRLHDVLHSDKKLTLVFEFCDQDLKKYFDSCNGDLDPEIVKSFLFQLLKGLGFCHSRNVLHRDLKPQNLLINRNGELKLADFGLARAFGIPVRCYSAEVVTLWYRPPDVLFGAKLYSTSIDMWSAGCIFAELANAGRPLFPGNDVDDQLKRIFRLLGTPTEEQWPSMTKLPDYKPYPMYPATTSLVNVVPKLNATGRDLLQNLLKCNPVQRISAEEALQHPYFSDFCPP
Target sequence (Q15078 whole entry, looked up): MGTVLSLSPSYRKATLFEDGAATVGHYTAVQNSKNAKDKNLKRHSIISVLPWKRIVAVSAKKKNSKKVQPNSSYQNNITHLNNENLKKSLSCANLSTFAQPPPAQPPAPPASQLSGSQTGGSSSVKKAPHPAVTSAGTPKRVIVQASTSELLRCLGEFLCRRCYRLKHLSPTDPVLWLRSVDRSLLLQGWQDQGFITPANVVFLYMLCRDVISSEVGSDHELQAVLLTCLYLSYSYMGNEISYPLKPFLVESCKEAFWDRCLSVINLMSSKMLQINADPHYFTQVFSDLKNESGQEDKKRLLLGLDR
RTF Ca sens act = cardiac RTF calcium sensitivity activators, primary screen, biochemical, IANBD-TnC fluorescence, EC20 calcium. IANBD-labeled TnC RTF fluorescence at EC20 calcium; 0% EC20 calcium, 100% full calcium. activation, % at 7.2 µM. 0.24% of 340,000 active. AID 493008, 2010;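 active = activation above the mean over all tested compounds plus 3 SD, cut at about 30% in these data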;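 note: rise in fluorescence read as greater calcium sensitivity of cardiac thin filaments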
SR-BI HDL uptake = inhibitors of SR-BI mediated HDL lipid uptake, primary screen, ldlA[mSR-BI] cells, fluorescence, single point | inhibition, % at 12.5 µM | 0.96% of 320,000 active | ldlA[mSR-BI] CHO cells, DiI-HDL uptake fluorescence, 3 h | Scavenger receptor class B member 1 (Mus musculus), Q61009 | AID 488896, 2010;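 active = mean replicate inhibition of at least 70% and a set share of replicates each scoring 70 or more; inconclusive = meets just one of the two criteria; inactive = fails both criteria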;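 note: 0% = median of neutral control wells and 100% = median of positive control wells; values of inactives mirror those of a sister screen read the other way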
HTR5A ag ctr = HTR5A agonists in luminescence cell assay, primary screen, counter-screen for OPRM1-OPRD1 heterodimer agonist project, full-deck HTS. AID 504692, 2011. activation, % at 9.3 µM. 0.61% of 340,000 active. 5-hydroxytryptamine receptor 5A (Homo sapiens), P47898. cell-based; in the data active = activation mostly above about 9.5%, no sharp cut-off; inactive = mostly below about 7.6%;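 note: 0% = cells with vehicle only and 100% = reference agonist; strong numbers were not always called active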
Target sequence (P47898 whole entry, looked up): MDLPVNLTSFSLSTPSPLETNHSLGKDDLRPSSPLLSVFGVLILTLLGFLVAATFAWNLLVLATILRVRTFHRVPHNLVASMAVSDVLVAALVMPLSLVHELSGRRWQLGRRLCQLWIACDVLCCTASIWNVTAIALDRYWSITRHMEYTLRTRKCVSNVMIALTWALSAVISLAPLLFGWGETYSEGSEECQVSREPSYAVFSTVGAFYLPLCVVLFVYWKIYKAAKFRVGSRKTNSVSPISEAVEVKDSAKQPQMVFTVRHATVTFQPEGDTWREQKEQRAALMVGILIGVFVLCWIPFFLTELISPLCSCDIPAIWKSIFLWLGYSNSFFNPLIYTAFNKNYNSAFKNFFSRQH
Rtt109 Vps75 = inhibitors of C. albicans Rtt109/Vps75 HAT, primary screen, biochemical, ThioGlo CoA-SH fluorescence, plate reader; purified Rtt109/Vps75, 4 h; 0.16% of 330,000 active; inhibition, % at 34.9 µM; AID 540336, 2011; Histone acetyltransferase RTT109 (Candida albicans (strain SC5314 / ATCC MYA-2876)), …;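 active = inhibition of at least 50% in every replicate; inconclusive = best replicate reaches 50% inhibition but some replicates fall short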
PvdQ acylase = P. aeruginosa PvdQ acylase inhibitors, primary screen, biochemical, fluorescence, plate reader and imaging, single point; 0.063% of 340,000 active; inhibition, % at 10 µM; purified PvdQ acylase; PvdQ acylase [Pseudomonas aeruginosa LESB58]; AID 488965, 2010; in the data active = inhibition above about 30%, passing the limit was not always enough; inconclusive = no clear call, values can overlap the other calls;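 note: 0% = vehicle neutral wells and 100% = reference inhibitor wells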
MITF act = activators of MITF-driven TRPM1 promoter reporter, primary screen, cell-based, SK-MEL-5, luciferase, single point. SK-MEL-5 TRPM1-promoter luciferase, 24 h; % of positive control, neutral wells = 0. 0.75% of 300,000 active. activation, % at 12.5 µM. AID 588334, 2011;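 active = mean activation of at least 80% with every replicate also reaching 80%; inconclusive = mean reaches 80% but some replicate falls short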;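 note: 0% = neutral control wells and 100% = parthenolide positive control wells; values of inactives mirror those of a sister screen read the other way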
Wnt act = Wnt/beta-catenin pathway activators, primary screen, cell-based, plate reader, single point | Wnt/beta-catenin reporter cell assay, activator | AID 743398, 2014 | 1.2% of 300,000 active | activation, % at 9.35 µM; in the data active = activation above about 30%, passing the limit was not always enough; inconclusive = no clear call, values can overlap the other calls;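 note: 0% = neutral control wells and 100% = positive control wells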
SR-BI DiI-HDL act = activators of SR-BI mediated DiI-HDL uptake, primary screen, ldlA[mSR-BI] CHO cells, DiI fluorescence. 3 h; 100 = double the neutral-control signal. activation, % at 12.5 µM. 0.096% of 320,000 active. AID 504775, 2011;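 active = mean replicate activation of at least 60% and every replicate at or above 60%; inconclusive = mean or all-replicate condition met, but not both; inactive = mean below 60% and not all replicates reaching 60%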;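 note: 0% = median plate neutral-control signal and 100% = twice that signal; values of inactives mirror those of a sister screen read the other way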
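Material – SR-BI-overexpressing, LDLR-lacking CHO cells · Medium – BSA-supplemented, HEPES-buffered Ham's F12, pH 7.4 · Doses – single concentration · Times – compound with DiI-HDL co-incubation, 3 h at 37 °C · Measured by – bottom-read fluorescence, 550/595 nm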
dFosB activator = activators of delta FosB homodimer, primary screen, biochemical, fluorescence polarization, TAMRA-CDK5 oligo, single point; Protein FosB (Mus musculus), P13346; purified delta FosB; percent of positive-control signal above neutral wells; activation, % at 25 µM; 0.99% of 340,000 active; AID 493131, 2011;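 active = mean activation above about 17%, with every replicate also reaching it, limit read from the data, passing the limit was not always enough; inconclusive = only one of the two conditions met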;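 note: fluorescence polarization rise as delta FosB binds a TAMRA Cdk5 AP-1 oligo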
Numbers without * were called inactive; ? = inconclusive; . = not tested or not shown.

molecule	CDK5 inh	RTF Ca sens act	SR-BI HDL uptake	HTR5A ag ctr	Rtt109 Vps75	PvdQ acylase	MITF act	Wnt act	SR-BI DiI-HDL act	dFosB activator
C=CCn1ncc(OC)c(Cl)c1=O	0.5	-3	-32	0	-2	-9	-1	2	32	3
COc1ccccc1Cc1noc(COc2cccc(C)c2C)n1	0.3	1	-16	6	1	14	4	7	16	-3
COc1cc(C2Nc3cccc4cccc(c34)N2)cc(OC)c1O	-1.3	-2	4	-5	-4	-1	-10	-10	-4	41*
CCOc1ccc(NCc2nnc(SCc3ccccc3Cl)n2-c2ccccc2)cc1	2.2	0	15	2	-1	-6	.	.	-15	-13
O=C(CN1CCOCC1)N1CCN(c2nnc(-c3ccccc3)c3ccccc23)CC1	-2.4	11	30	5	-2	-22	-6	.	-30	-13
CCCCOC(=O)c1ccc(NC(=O)c2c(Cl)ccc(Cl)c2OC)cc1	0.1	-5	55	-2	-6	-2	9	1	-55	-7
Cc1ccc(S(=O)(=O)N2CCOCC2)cc1C(=O)OCC(=O)NCCc1ccccc1	-1.4	3	18	2	3	-5	-8	1	-18	-19
CC1CCN(C(C(=O)Nc2ccc(C(C)C)cc2)c2ccc3c(c2)OCO3)CC1 (configuration not stated)	-3.3	2	3	3	7	-19	.	-3	0	2
C/C(=N\NC(=O)c1cc(C2CC2)nc2ccccc12)c1ccc(O)cc1O	-0.6	14	?	-3	10	-10	-56	-1	-71	-3
CCOc1ccc2nc(NC(=O)c3cc([N+](=O)[O-])ccc3N3CCOCC3)sc2c1	-1.5	-5	78*	0	2	-10	-15	0	-78	27*
CCOc1cc(S(=O)(=O)Nc2ccccn2)ccc1F	-0.4	-1	-19	-5	1	-7	1	.	19	-1
Cc1cnc(C(=O)OCC(=O)NC2CCCCC2)cn1	1.7	12	-22	3	3	-8	3	-4	22	-13
CC(C)CCN1CCC(C)(NC(=O)c2ccccc2)C1=O (configuration not stated)	0.5	-7	-15	-1	17	11	-11	0	15	-2
COc1ccc(-c2[nH]c3ccccc3c2SCCN)cc1	0.2	-3	22	1	10	-14	9	-1	-22	7
O=C(NCc1c(Cl)cccc1Cl)c1ccc2nnsc2c1	1.2	-1	14	-2	-10	-4	.	0	-14	-8

Structures above with an aryl thioether with sulfur outside any ring (two):
molecule	CDK5 inh	RTF Ca sens act	SR-BI HDL uptake	HTR5A ag ctr	Rtt109 Vps75	PvdQ acylase	MITF act	Wnt act	SR-BI DiI-HDL act	dFosB activator
CCOc1ccc(NCc2nnc(SCc3ccccc3Cl)n2-c2ccccc2)cc1	2.2	0	15	2	-1	-6	.	.	-15	-13
COc1ccc(-c2[nH]c3ccccc3c2SCCN)cc1	0.2	-3	22	1	10	-14	9	-1	-22	7

(list continues)
molecule	CDK5 inh	RTF Ca sens act	SR-BI HDL uptake	HTR5A ag ctr	Rtt109 Vps75	PvdQ acylase	MITF act	Wnt act	SR-BI DiI-HDL act	dFosB activator
CCCCNc1nc2c(c(=O)n(Cc3ccccc3)c(=O)n2C)n1C	-0.1	0	1	-4	0	-2	-6	5	-1	-3
Cc1onc(-c2ccccc2)c1C(=O)NC1CCC(C)CC1 (configuration not stated)	0.3	-3	5	-1	-6	-6	6	444*	-5	-12
CN(c1ccc(O)cc1)c1nc(O)c(C2=c3ccccc3=NC2=O)s1	0.3	0	16	-4	13	-10	.	4	-16	-24
Cc1ccc(-c2ccc(=O)n(CC(=O)Nc3ccc4c(c3)OCCO4)n2)cc1	0.3	3	-11	1	-4	-5	2	-1	11	-9
Cc1c(C=O)c2ccccn2c1C(=O)c1ccc(Cl)c([N+](=O)[O-])c1	-1.0	4	19	11	-16	-10	-8	-1	-19	-4
O=C(CSc1nnnn1Cc1ccccc1)c1ccccc1	-1.9	2	2	-3	4	8	13	0	-2	-2
O=C(NC1CCCCCC1)C1CCN(C(=O)c2ccc(Br)cc2)CC1	-1.9	-6	-28	3	-2	-5	0	-3	.	-7
COc1cc(OC)cc(-c2c(-c3ccsc3)c3cc(Br)ccc3n2C)c1	0.6	3	6	4	-1	-18	-9	-3	-6	4
Cn1c(SCc2c(Cl)cccc2Cl)nc(C(F)(F)F)cc1=O	3.1	3	19	3	-19	-2	-11	.	-19	10
Cc1ccc(S(=O)(=O)c2c(COC(=O)c3cccc(Cl)c3)c(-c3ccccc3)nn2C)cc1	1.7	8	13	-3	-3	-16	-12	.	-13	-13
Clc1cccc(NC2=NCCC2)c1	-0.2	-1	-16	-3	1	-7	5	.	16	1
CCOC(=O)c1ccc(C(=O)OCC)c(NC(=S)Nc2ccc([N+](=O)[O-])cc2OC)c1	-1.3	4	10	-1	-4	-1	33	.	-10	-4
Cc1ccc(C(=O)CNc2ccc(F)cc2)cc1	-0.3	-1	-1	4	-3	-6	0	.	1	2
CCOC(=O)C1(CCOc2ccccc2)CCN(Cc2ccc(O)cc2)CC1	-6.1	-7	-8	-8	10	-17	.	-2	8	-3
CCOCCCNCc1c(Cl)cccc1Cl	0.9	3	14	1	17	0	6	-1	-14	0

4 compounds out of the list above, arranged by the number in SR-BI HDL uptake, falling.
compound,SR-BI HDL uptake
Cc1c(C=O)c2ccccn2c1C(=O)c1ccc(Cl)c([N+](=O)[O-])c1,19
CCCCNc1nc2c(c(=O)n(Cc3ccccc3)c(=O)n2C)n1C,1
CCOC(=O)C1(CCOc2ccccc2)CCN(Cc2ccc(O)cc2)CC1,-8
O=C(NC1CCCCCC1)C1CCN(C(=O)c2ccc(Br)cc2)CC1,-28

Next structures
| SMILES | CDK5 inh | RTF Ca sens act | SR-BI HDL uptake | HTR5A ag ctr | Rtt109 Vps75 | PvdQ acylase | MITF act | Wnt act | SR-BI DiI-HDL act | dFosB activator |
| --- | --- | --- | --- | --- | --- | --- | --- | --- | --- | --- |
| NNC(=O)CSc1nnnn1-c1ccccc1 | -2.7 | -4 | . | -1 | 16 | 0 | 3 | 4 | . | -2 |
| Cc1cc(C)c(N2C(=O)C3C4CC(=O)C(c5ccccc54)C3C2=O)c(C)c1 (configuration not stated) | -0.5 | 4 | -7 | -5 | 0 | -14 | 8 | 0 | 7 | 3 |
| CN(CC(=O)NCCc1ccccc1)Cc1ccco1 | 1.7 | -7 | -14 | 3 | -2 | -10 | 42 | 0 | 14 | -3 |
| CCOc1ccc(S(=O)(=O)NCCC(=O)NCc2ccccn2)cc1 | -1.7 | -10 | -4 | -2 | -11 | 3 | 1 | 1 | 4 | 2 |
| Cc1noc(C)c1S(=O)(=O)Nc1c(C)n(C)n(-c2ccccc2)c1=O | -0.9 | -5 | -27 | 4 | 16 | 0 | -4 | -3 | 27 | -2 |
| O=C(N/N=C/c1ccccc1)c1ccc(NC(=O)c2ccc(F)cc2)cc1 | -0.7 | 1 | . | 7 | -6 | -15 | 12 | 1 | . | -7 |
| O=C(CCn1cccc1)Nc1ccc(F)cc1 | -0.9 | -2 | 3 | 4 | -4 | -7 | . | -8 | -3 | 3 |
| CC(C)Oc1ccc(C(CC(=O)N2CCOCC2)C(C)C)cc1 (configuration not stated) | -0.4 | 0 | -21 | -1 | 3 | -4 | -9 | 1 | 21 | 1 |
| Cc1ccc(NC(=O)Cc2ncc(C(F)(F)F)cc2Cl)cc1Cl | 1.2 | -4 | -12 | 5 | -2 | -10 | 1 | 0 | 12 | -2 |
| O=C(NCc1ccco1)c1ccccc1Br | -0.5 | 3 | -23 | -3 | -11 | -6 | . | 1 | 23 | -3 |
| COc1cccc2cc(C(=O)N3CCN(C/C=C/c4ccccc4)CC3)c(=O)oc12 | -1.4 | 3 | 2 | 5 | -2 | -1 | -5 | -9 | -2 | -1 |
| CN(C1CCCCC1)S(=O)(=O)c1ccc2c(c1)CCC(=O)N2 | 0.2 | -6 | 14 | 2 | 5 | -10 | 6 | -1 | -14 | -9 |
| COc1ccccc1N(CC(O)Cn1ccnc1C)S(=O)(=O)c1ccccc1 (configuration not stated) | 1.0 | 0 | -9 | -1 | 5 | ? | -2 | 0 | 9 | 5 |
| FC(F)(F)c1nc2ccccc2n2c(-c3c(Cl)cccc3Cl)nnc12 | -0.1 | -1 | -4 | 0 | 2 | -16 | -3 | . | 4 | -4 |
| CC(C)(c1ccccc1)c1ccc(OCC(O)CNC2CCN(Cc3ccccc3)CC2)cc1 (configuration not stated) | 0.1 | -9 | -20 | 5 | ? | -4 | -79 | -8 | 20 | ? |
| O=C(COc1ccccc1)N=C1SC2CS(=O)(=O)CC2N1c1ccc(F)cc1F (configuration not stated) | -0.9 | -1 | -28 | 2 | -2 | -5 | 14 | 0 | 28 | 12 |
| O=C(OCC(=O)N1N=C(c2ccc(Cl)cc2)CC1c1ccco1)c1cccnc1 (configuration not stated) | 0.1 | 1 | -3 | 11 | 4 | 8 | 12 | 4 | 3 | -12 |
| COc1ccccc1C(=O)NNC(=O)c1csc(N2CCOCC2)n1 | 1.3 | 10 | 1 | 11 | -1 | -14 | -14 | 0 | -1 | 5 |
| COc1ccc(C2C=C(c3ccccc3)Nc3nnnn32)cc1 (configuration not stated) | 8.4 | 7 | -1 | 5 | -76 | 8 | 69 | 9 | 1 | -3 |
| N#CCc1c(C#N)c(N)nc(N2CCCC(CO)C2)c1C#N (configuration not stated) | -3.2 | 3 | 2 | 1 | -7 | -14 | 8 | 1 | -2 | 0 |
| COCCn1c(SCC(=O)NNC(=O)c2ccc(OC)c(OC)c2)nc2ccccc2c1=O | 0.8 | -3 | -8 | 0 | 7 | -13 | -5 | -13 | 8 | -7 |
| COc1ccccc1N(C)S(=O)(=O)c1ccc(C(=O)Nc2nnc(C)s2)cc1 | 1.5 | -7 | -13 | 1 | 27 | 10 | 9 | -2 | 13 | 2 |
| CCCCOC(=O)C(C)Nc1n[nH]c(=O)[nH]c1=O (configuration not stated) | -3.1 | -5 | -14 | 2 | -13 | -17 | . | -1 | 14 | 5 |
| CCOC(=O)c1c(N)c2cc([N+](=O)[O-])ccc2n1C | -2.0 | 1 | 23 | 0 | -4 | -9 | 24 | 1 | -23 | -10 |
